Screening results: PubChem BioAssay, several laboratories
Insulin prom inh – inhibitors of insulin promoter-driven GFP, primary screen, imaging, TRM-6 cells (human fetal islet line), eGFP reporter, cell count | reporter expression induced with tamoxifen | inhibition, % at 2 µM | hit rate 0.9% among 130,000;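 active means inhibition above the mean plus 3 SD, with well images judged a real hit on visual review, cut at about 60% in these data, passing the limit was not always enough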
sdo1 growth – growth rescue of sdo1-depleted yeast, primary screen, S. cerevisiae, bone marrow failure model. S. cerevisiae sdo1-depleted JHY4D growth rescue, OD600 30 h; hits give high values; pdr5 snq2 efflux-pump mutant strain. z-score at 10 µM. hit rate 0.21% among 140,000. AID 817, 2007;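 active means z-score above 3 at both the 24 hr and the 30 hr optical density reads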;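 further: z-score against mean and SD of all compound wells on the same plate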
sdo1 growth Rescue 24 h – also measured in sdo1 growth; calls as there; z-score; S. cerevisiae sdo1-depleted JHY4D growth rescue, OD600; measured here: growth rescue at 24 h;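 0 is the plate mean of compound wells and units are plate SD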
Numbers without * were called inactive; · = no result given; & = joins results of further samples.

Insulin prom inh,sdo1 growth,sdo1 growth Rescue 24 h,SMILES
-35,·,·,CC(C)c1ccc(NC(=S)NNC(=O)c2cccs2)cc1
13,-0.98,0.03,CCC(C)NC(=O)c1ccccc1NC(=O)/C(=C/c1ccc(OC)cc1)c1ccccc1 (stereo not given)
-26,·,·,Cc1ccnc(NC(c2ccsc2)c2ccc3ccc(C)nc3c2O)c1 (stereo not given)
-21,-0.64,-0.85,COc1ccc(OC)c(NC(=O)C2CCCN(S(=O)(=O)c3cccc4nonc34)C2)c1 (stereo not given)
·,-0.06,-0.39,Cc1cc2ccccc2n1CCNC(=O)Cc1ccccc1
-27,-0.48&-0.13,-1.2&-1.5,O=C(O)CCCCCCCCCC(=O)c1cccs1
-22,-0.53,-0.42,COc1ccc(C2CC(=O)C3=C(C2)Nc2ncnn2C3c2ccccc2C)c(OC)c1 (stereo not given)
·,0.08,0.29,NC1=NC(c2ccc(F)cc2)n2c(nc3ccccc32)N1 (stereo not given)

Insulin prom inh,sdo1 growth,sdo1 growth Rescue 24 h,SMILES
38,·,·,Cn1cnc2cc(NCc3cccs3)ccc21
·,-0.53,-0.25,O=C(Cn1c(=O)oc2cc(S(=O)(=O)N3CCCC3)ccc21)NC1CCCc2ccccc21 (stereo not given)
·,0.94,0.93,Cc1ccc(OCC(=O)N2CCOCC2)cc1C
-53,0.58,0.57,CCN(CC)c1ccc(NC(=O)c2ccc(Cl)nc2)cc1
-13,-1.4,-1,Cc1cc2nc(C3CCN(CC4COc5ccccc5O4)CC3)[nH]c2cc1C (stereo not given)
14,·,·,CCN1CCC2(CC1)N=C(c1ccc(F)cc1)C(=S)N2
33,-0.67,-0.42,Cc1ccc(-c2nc3ccsc3c(=O)o2)cc1
-26,·,·,O=C(CCCCl)OCc1cn(-c2ccc(Cl)cc2)nn1

Insulin prom inh,sdo1 growth,sdo1 growth Rescue 24 h,SMILES
·,0.24,0.32,CC(C)n1c(N2CCN(C(=O)NCc3ccccc3)CC2)nc2ccccc21
·,-0.28,-0.69,Cc1nc2[nH]onc2c2nccc(=O)c12
3,-0.61,-0.37,CCOC(=O)CSc1nnc(-c2ccccc2OC)o1
76*,-0.21,0.53,O=C(CCCSc1ccccc1)Nc1nc(-c2ccco2)c(-c2ccco2)s1
-50,·,·,Cc1ccccc1S(=O)(=O)/N=C(/Nc1c(C)n(C)n(-c2ccccc2)c1=O)c1ccccc1
·,-0.26,-0.94,Cc1nc2ccc(F)cc2cc1C(=O)NC(C)C
-23,1.4,1.5,OCCN(Cc1ccccc1)Cc1ccccc1F
-34,-1.5,-1.5,C(=N\NC1=Nc2cccc3cccc1c23)/c1ccccc1

Insulin prom inh,sdo1 growth,sdo1 growth Rescue 24 h,SMILES
48,0.81,-0.08,O=C(O)c1cn(-c2ccccc2)nc1-c1ccncc1
9,1.2,2.1,Cc1cc(OCC(=O)N2CCCC2)ccc1Cl
21,-1.1,-0.73,O=C(CSc1nnnn1-c1ccc2c(c1)OCCO2)OC1CCCCC1
27,·,·,O=c1[nH]c2ccccc2c(O)c1-c1ccccc1[N+](=O)[O-]
-94,·,·,O=C(O)[C@@H]1[C@@H]2C[C@@H]2CN1c1ncccc1[N+](=O)[O-]
·,0.42,1,CCCc1nc(SCC(=O)Nc2ccccc2OC)c2c(=O)n(C)c(=O)n(C)c2n1
34,-1.1,-0.56,N#Cc1c(-c2ccccc2)cc(C2CC2)nc1SCC(=O)c1cccs1
·,1.1,1.4,COC(=O)C1C2C=CC3(CN(c4ccc(Cl)c(F)c4)C(=O)C13)O2 (stereo not given)

Insulin prom inh,sdo1 growth,sdo1 growth Rescue 24 h,SMILES
-19,-1.9,-1.5,CCOC(=O)Cn1c(=O)c2c(nc(Br)n2Cc2ccccc2Cl)n(C)c1=O
-7,0.08,-0.5,Cc1snc(S(=O)(=O)Cc2c(Cl)cccc2Cl)c1C#N
·,-0.18,-0.55,Cc1ccc(S(=O)(=O)N(C)C)cc1NC(=O)COC(=O)CCC(=O)c1ccc(F)cc1
21,·,·,CC(Sc1ncnc2sccc12)C(=O)Nc1ccc(C(N)=O)cc1 (stereo not given)
·,-0.57,-0.34,COc1ccc(OC2C(=O)N(Cc3ccc4c(c3)OCO4)C2c2sccc2C)cc1 (stereo not given)
·,-0.48,-0.34,COc1cnn(-c2ccc(C)cc2)c(=O)c1SCc1ccccc1
·,-0.87,-0.29,CC1CC(C)CN(CC(=O)N2CCCc3c2c(=O)oc2ccc(OCc4ccccc4)cc32)C1 (stereo not given)
41,0.43,-0.6,Cc1ccc(-c2nnc(NCc3nc4ccccc4[nH]3)c3ccccc23)cc1S(=O)(=O)N(C)C

Insulin prom inh,sdo1 growth,sdo1 growth Rescue 24 h,SMILES
-17,1.2,1.2,COC(=O)c1cnc2c(c1C(=O)OC)c(=O)n(C)c(=O)n2C
29,-0.02,-0.01,O=c1c2ccccc2nnn1CSc1ccc2c(c1)OCCO2
-28,2.2,3,O=C(Nc1ccc(Cl)cc1)C1CCC(=O)N1Cc1ccccc1Cl (stereo not given)
·,-0.89,-1.2,O=C(Cc1cccs1)NCCn1ccc2ccccc21
-2,0.97,1.4,O=C(Nc1ccc(-n2cnnn2)cc1)C1CCCN1C(=O)NC1CCCCC1 (stereo not given)
8,0.74,0.32,O=C(NCc1cccs1)C1CCN(S(=O)(=O)c2cccc3nsnc23)CC1
·,0.42,1.2,COCCn1c(SCC(=O)c2ccc3c(c2)OCCO3)nnc1-c1ccoc1C
-19,0.28,0.22,Cn1c(=O)c2c(ncn2CC(=O)Nc2ccc(Cl)cc2Cl)n(C)c1=O

Insulin prom inh,sdo1 growth,sdo1 growth Rescue 24 h,SMILES
-56,-2.2,-1.9,Cc1ccc(-c2cc(C(=O)NCc3cnn(C)c3C)c3cc(Br)ccc3n2)cc1
·,1.8,1.7,COCCOC(=O)C1=C(C)NC2=C(C(=O)CC(C)(C)C2)C1c1ccc2c(c1)OCO2 (stereo not given)
29,-0.52,-0.95,CCOC(=O)CSc1nc2c(c(=O)n(C)c(=O)n2C)n1CCCc1ccccc1
·,0.58,-0.03,COc1ccc(C(=O)Nc2ccc(S(=O)(=O)NC(C)=O)cc2)cc1
31,1.3,1.1,CCCCCNC(=O)Cc1ccc(OC)cc1
17,-1.2,-0.79,O=C(OCc1nc2ccccc2[n+]([O-])c1C(=O)c1ccccc1)c1cccs1
9,0,-0.08,COCCN1CCc2c(C)nc3c(-c4ccc(OC)c(OC)c4)cnn3c21
-500,1.1,1.3,CCCCN(C(=O)CCC(=O)Nc1cc(C)on1)C(C(=O)NC(C)(C)C)c1cccc(OC)c1OC (stereo not given)

Insulin prom inh,sdo1 growth,sdo1 growth Rescue 24 h,SMILES
2,·,·,Cc1cc[n+](CC(=O)N2CCCc3ccccc32)cc1
-30,-0.58,-0.21,O=C(CSc1nc2ccccc2c(=O)n1-c1ccc(F)cc1F)Nc1ccc2c(c1)CCC2
·,1.9,1.6,COc1ccc(C2NC(=S)NC(C)=C2C(=O)Nc2ccccn2)cc1OC (stereo not given)
-19,0.03,-0.5,COC(=O)c1cc(COc2ccc3oc(C)c(C(=O)OC(C)C)c3c2)c(C)o1
·,0.92,0.54,Cc1ccc(S(=O)(=O)N(C)Cc2ccc(C(=O)NN=C3C4CC5CC(C4)CC3C5)cc2)cc1
26,·,·,COc1ccc(-c2nc3ccc(N4CCN(C)CC4)cc3c(=O)[nH]2)cc1
35,0.83,0.77,Cc1ccc(S(=O)(=O)N2CCC(=O)N(CCO)CC2)cc1
-20,·,·,COCCNS(=O)(=O)c1cc(C(=O)O)ccc1OC

Insulin prom inh,sdo1 growth,sdo1 growth Rescue 24 h,SMILES
33,0.76,0.54,CC1=[N+](C)N(c2ccccc2)C(=O)C1N=Cc1ccc(Cl)cc1 (stereo not given)
·,0.09,0.49,Cc1oc(-c2ccc(Cl)cc2)nc1CN1CCC(C(=O)NCc2ccco2)CC1
·,1.4,0.97,COc1ccc(C2C(C(C)=O)=C(O)C(=O)N2c2nccs2)cc1OC (stereo not given)
·,0.58,0.34,COC(=O)[C@H](Cc1ccccc1)NC(=O)N1CCN(Cc2ccccc2)CC1
21,-0.08,-0.78,COCCNC(=O)C1c2ccccc2C(=O)N(CCOC)C1c1ccc(F)cc1 (stereo not given)
3,1.4,2.2,O=c1[nH]c2ccccc2nc1/C=C(\O)C1CC1
-31,-0.99,-0.55,COc1cc(OC)cc(C(=O)N2c3ccc(F)cc3CCC2C)c1 (stereo not given)
·,-0.05,-0.92,Cc1ccc(C)c(NC(=O)CSc2nnc(-c3ccco3)o2)c1

Insulin prom inh,sdo1 growth,sdo1 growth Rescue 24 h,SMILES
-25,-1.5,-0.43,COc1cccc(/C=N/NC(N)=S)c1OCc1ccccc1Cl
-13,0.54,0.78,COC(=O)C1=C(C)N(C)C(=O)NC1c1ccc(C)cc1 (stereo not given)
·,0.18,-0.73,COc1cc(Br)c(CC(=O)O)cc1OC
0,0.41,0.44,COc1ccc(CN2C(=O)c3cccnc3C2Nc2ccc(OC)c(Cl)c2)cc1 (stereo not given)
-22,-0.15,-0.21,NS(=O)(=O)c1cccc(NC(=O)CN2CCN(Cc3ccc4c(c3)OCO4)CC2)c1
-27,-0.14,-0.45,CC(C)NC(=O)C1CC(=O)N(C(C)c2ccccc2)C1 (stereo not given)
53,-0.26,0.03,COC(=O)C1C(=O)C2=C(CC1C)NC(C)=C(C(=O)OC1CCCCC1)C2c1ccc(N(C)C)cc1 (stereo not given)
-31,-1.1,-1,CC(Oc1ccccc1)c1ccnn1S(=O)(=O)c1ccccc1 (stereo not given)

Insulin prom inh,sdo1 growth,sdo1 growth Rescue 24 h,SMILES
·,0.55,0.26,CC1CCN(c2ncnc3nc[nH]c23)CC1
-9,0.16,-0.55,Cc1cc(NC(=O)c2cccc(F)c2)no1
-33,0.01,1.1,COc1ccccc1C1NC=C([N+](=O)[O-])C=C1[N+](=O)[O-] (stereo not given)
-23,-0.39,-0.1,CC1(C)CC(=O)c2c(Cc3ccccc3)n[nH]c2C1
-33,0,-0.43,CN(C)CCNC(=S)Nc1ccc(Cl)cc1Cl
43,-0.87,0.13,COc1cccc(-n2c(SCc3cc(=O)oc4cc(O)c(O)cc34)nc3ccccc3c2=O)c1
·,2,2.6,CC1CCC/C(=N\NC(=O)COc2ccccc2Cl)C1 (stereo not given)
·,0.15,0.12,CC(=O)N(NC(=O)c1ccc(C)cc1)C1CC(=O)N(c2ccccc2Cl)C1=O (stereo not given)

Insulin prom inh,sdo1 growth,sdo1 growth Rescue 24 h,SMILES
33,-0.36,0.04,O=C(COc1ccccc1Cl)Nc1ccc(Cl)cn1
0,·,·,NC(=O)C1(N2CCCCC2)CCN(C(=O)CSc2nc3ccccc3o2)CC1
-150,1.2,1.2,Cc1ccccc1OCC(O)Cn1c(=N)n(CCN2CCOCC2)c2ccccc21 (stereo not given)
·,0.1,-0.18,Fc1cc(Br)ccc1NC(=S)Nc1ccccc1
23,·,·,COc1cccc(C(=O)COC(=O)c2n[nH]c(=O)c3ccccc23)c1
58,·,·,COc1ccc(COCC(O)CN2CCc3ccccc3C2)cc1OC (stereo not given)
·,-0.27,-0.69,CCCc1cc(C(=O)Nc2sc(C)c(C)c2C(=O)OCC)no1
-62,0.05,-0.54,CC(C)C(CC(=O)N1CCCCC1)C1CCOC(C)(C)C1 (stereo not given)

Insulin prom inh,sdo1 growth,sdo1 growth Rescue 24 h,SMILES
38,-0.33,0.03,COc1cc(/C=N/Nc2nc3ccccc3s2)ccc1OC(=O)c1ccccc1F
0,·,·,O=C(O)CCCC(=O)N1CCc2cc(S(=O)(=O)NCc3ccc(F)cc3)ccc21
22,1.6,0.14,Cn1c(NC(=O)c2ccccc2)c(-c2ccccn2)c(=O)c2ccccc21
·,0.04,-0.28,Cc1ccccc1C1CC(c2ccccc2)Nc2ncnn21 (stereo not given)
23,-0.53,-1.1,Cc1ccc(S(=O)(=O)N2CCCCC2)cc1NC(=O)COC(=O)Cc1cccc(C(F)(F)F)c1
22,-0.14,0.51,O=C(COC(=O)c1ccccc1C(=O)c1ccccc1)NCCc1ccc(Cl)cc1Cl
14,·,·,C=CCOc1cccc(CNCCCN2CCOCC2)c1
·,-1.7,-1.6,N#Cc1ccc(-c2nc3ccccc3nc2-c2ccccc2)cc1C#N
20,-0.1,0.29,Cc1cc(Cl)c(S(=O)(=O)Nc2ccc3c(c2)OCCO3)cc1OCC(=O)NC1CCCCC1

A portion of the library (hit frequency here may not be typical).
